LYP inhibition: PTPN22 lymphoid phosphatase activity blockers – biochemical, fluorescence intensity, uHTS (AID 1779); recombinant LYP phosphatase, fluorescence intensity; higher % means a stronger effect; one-dose inhibition, % at 11.5 µM; IC50 in µM for titrated hits; hit rate 0.054% among 290,000;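 also: plate controls were vehicle with enzyme for no effect and no enzyme for full effect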
HIV peptide binding: cell-free HIV fusion peptide-binding blockers – biochemical, uHTS, fluorescence dequenching, primary screen (AID 1986); cell-free peptide binding, fluorescence dequenching, 30 min; higher % means a stronger effect; inhibition, % at 20 µM, or IC50 in µM where a hit was titrated; hit rate 0.3% among 290,000; in the data active = inhibition mostly above about 52%, no sharp cut-off; inactive = mostly below about 76%; also: some results filed as inactive read as strong as hits
AID2073: inhibitors of Mint1-CaV2.2 protein interaction, biochemical, HTRF (AID 2073) | hit rate 0.19% among 290,000 | HTRF protein-protein interaction, Mint1-CaV2.2; higher % means a stronger effect | inhibition, % at 20 µM; hits with a dose series show IC50 in µM; in the data active = inhibition mostly above about 51%, no sharp cut-off; inconclusive = no clear call, values can overlap the other calls; inactive = mostly below about 53%; also: some results filed as inactive read as strong as hits
NOD2 inhibition: inhibition of NOD2-driven NF-kB reporter – cell-based, luminescence, uHTS, HEK293 (AID 1566); hit rate 0.63% among 290,000; one-dose inhibition, % at 4 µM; EC50 in µM for titrated hits; HEK293 NOD2/NF-kB luciferase reporter, luminescence; higher % means a stronger effect; also: many of its hits are not listed in these tables
Dengue-2 NS5 capping: flavivirus cap methylation enzyme inhibition – biochemical, confirmation dose response, primary screen (AID 588689); hit rate 0.3% among 340,000; one-dose inhibition, % at 25 µM; IC50 in µM for titrated hits; Dengue-2 NS5 methyltransferase capping enzyme assay, biochemical; higher % means a stronger effect; in the data active = a potency from the dose series; inconclusive = inhibition above about 29% without an active follow-up result
XIAP antagonists: XIAP antagonists, biochemical, IAP family, fluorescence polarization (AID 1018); XIAP BIR domain, fluorescence polarization peptide displacement; higher % means a stronger effect; displacement, % at 20 µM, or IC50 in µM where a hit was titrated; hit rate 0.007% among 200,000; in the data active = displacement above about 50%; also: a part of the inactive calls stands beside numbers as strong as those of hits
SIAH1 antagonists: blockers of Siah-1 interaction with plectin peptide – biochemical, fluorescence polarization, rhodamine-plectin, uHTS, primary screen (AID 1817) | Siah-1 / rhodamine-plectin peptide fluorescence polarization; higher % means a stronger effect | hit rate 0.02% among 290,000 | one-dose displacement, % at 20 µM; IC50 in µM for titrated hits;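 active = displacement of at least 50% at 20 µM, with a fluorescence ratio check between 0.3 and a set limit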;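 also: plate controls were Siah plus tracer with DMSO for no effect and tracer alone without Siah for full effect; strong numbers were not always called active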
Myeloid diff 2: compounds promoting myeloid differentiation | ER-HoxA9 myeloid progenitors, lysozyme-GFP differentiation, flow cytometry | calls only at 10 µM | hit rate 1% among 360,000;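 active = normalized GFP-positive differentiation at or above the plate's own cutoff, the solvent-only control mean plus 3 SD; inconclusive = no clear call, values can overlap the other calls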;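 also: cells exposed to compound for four days before flow analysis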
Lipid droplet: hepatic lipid droplet formation modulation; AML12 mouse hepatocytes, oleate lipid droplets, BODIPY imaging; inhibition, % at 6.5 µM; hit rate 0.4% among 240,000; AID 1656;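 active = lipid droplet intensity inhibited by at least 50%, with more than 500 cells counted; inconclusive = wells with under 300 cells, treated as cytotoxic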
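Assay system: AML12 hepatocytes (mouse); Probe or stimulus: oleic acid at 100 µM to induce lipid droplet formation; Dosing: compound at 6.5 µM only; Schedule: compound with oleate, overnight; Detection: fluorescence imaging, 20x objective, two fields per well; Measure: % inhibition of lipid droplet signal.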
Lipid droplet cells 6.5 µM: recorded beside Lipid droplet, whose call it bears; cell count; measured here: cell count, cytotoxicity flag;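 cells counted across two imaged fields per well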
Myeloid diff 2 GFP+ MAC1+ %: second read-out of Myeloid diff 2, no call of its own (marks repeat the call); GFP+ MAC1+ double positive, %; measured here: differentiation confirmed by MAC1 staining
Active calls of the source: *; i = inactive; u = inconclusive; x = not tested or not shown; + = active, no number. Rule as the data show it, unless noted: active = inhibition above about 50%; inactive = the rest. An excerpt; rates above refer to the full screens.

SMILES | LYP inhibition | HIV peptide binding | AID2073 | NOD2 inhibition | Dengue-2 NS5 capping | XIAP antagonists | SIAH1 antagonists | Myeloid diff 2 | Myeloid diff 2 GFP+ MAC1+ % | Lipid droplet | Lipid droplet cells 6.5 µM
COC(=O)/C(N=Nc1cccc(C(F)(F)F)c1)=C(\C)O | -8% | -2.0% | 2% | 1% | -5% | 3.6% | 4% | i | 0.9 | x | x
CC(C)(CNC(=O)Cc1ccc(Cl)cc1Cl)N1CCCCC1 | -11% | 0.0% | 6% | -29% | -7% | x | -4% | i | 1.8 | -19 | 785
CCOC(=O)c1sc(NC(=O)Nc2ccc(F)cc2)nc1C | -3% | -1.5% | 2% | -3% | 0% | 2.5% | 7% | i | 0.6 | 2 | 648
COc1ccc(CN(C(=O)Cn2nnc3ccccc32)C(C(=O)NC(C)(C)C)c2ccco2)cc1 (centres undefined) | -5% | 1.8% | 17% | 6% | -1% | 0.3% | 7% | i | 4.6 | x | x
CC1CCN(c2oc(-c3ccco3)nc2S(=O)(=O)c2ccccc2)CC1 | 2% | -0.3% | -4% | -2% | 2% | x | -1% | i | 0.9 | -1 | 817
Cc1ccc(N2CC(C(=O)Nc3ccc4c(c3)OCCO4)CC2=O)cc1C (centres undefined) | -5% | 2.4% | -10% | 10% | 5% | x | 0% | i | 1.1 | 12 | 797
CC(=O)c1cn(CCOc2ccc(F)cc2)c2ccccc12 | -10% | 0.3% | -8% | 46% | -3% | x | -6% | i | 0.6 | -18 | 787
COc1ccc(C(=O)Nc2ccc(C(F)(F)F)n(C)c2=O)cc1 | -6% | -1.9% | 15% | -41% | -1% | -2.6% | 0% | i | 0.5 | 2 | 599
C/C(Cc1ccccc1)=N\NC(=O)CNC(=O)c1ccc(Br)cc1 | -4% | 1.2% | 1% | 0% | -10% | 4.2% | 4% | + | 1.2* | -1 | 662
COc1ccc(CNc2nc3nc4c(c(=O)n3[nH]2)CCC4)cc1 | -10% | 5.5% | 1% | -7% | 3% | 1.6% | -1% | i | 1.1 | x | x
COc1ccc(NC(=O)CN2CCN(CC(=O)Nc3ccccc3F)CC2)c(OC)c1 | 3% | 1.0% | 1% | -12% | -4% | -18% | -1% | i | 1.0 | -5 | 551
Cc1cccc(Nc2c([N+](=O)[O-])ccc3nonc23)c1C | -1% | -0.9% | 13% | 4% | -1% | x | 6% | i | 0.7 | 0 | 838
CCCN1CCC(=O)N([C@H](CO)Cc2ccccc2)CC1 | -16% | -0.2% | 9% | 14% | -1% | x | -4% | i | 2.6 | -4 | 800
COCCN(C(=O)c1csnn1)C(C(=O)NC1CCCC1)c1ccc(C)cc1 (centres undefined) | -6% | 0.7% | 8% | 10% | -6% | x | 3% | i | 0.2 | -2 | 795
Cc1ccccc1N1CCN(C(=O)CCN2C(=O)c3ccccc3C2=O)CC1 | -4% | -0.5% | 9% | -22% | -4% | 0.2% | 2% | i | 5.8 | x | x
CCCCCNC(=O)CCc1ccccc1 | 0% | -1.1% | 2% | 10% | 1% | -0.3% | 9% | i | 0.9 | 24 | 789
O=C(CC1CCCCC1)Nc1ccccc1-c1ccccc1 | -5% | 1.2% | 2% | 2% | -7% | -4.9% | 7% | i | 0.5 | -7 | 635
CCOc1ccc(C(=O)N2CCN(c3cccc(Cl)c3)CC2)cc1 | -4% | 0.6% | u | -7% | -9% | -7.7% | 6% | i | 0.3 | 3 | 687
O=C(O)c1cc(C(=O)C2CC2)c[nH]1 | -2% | -0.1% | -2% | 22% | -1% | -0.4% | 3% | i | 0.1 | 13 | 720
COc1ccccc1C(=O)Nc1ccc(S(=O)(=O)N2CCOCC2)cc1 | 0% | -1.7% | 5% | 0% | -4% | -1.8% | 2% | i | 0.6 | 12 | 721
Cc1ccccc1NC(=O)Oc1cccc(OC(=O)c2ccccc2)c1 | 3% | -1.0% | 8% | 2% | -9% | x | 2% | i | 0.2 | 15 | 427
CCOC(=O)c1ccc2nc(NC(=O)c3ccco3)sc2c1 | -2% | 1.5% | 17% | -113% | -3% | -3.9% | 4% | i | 0.5 | -4 | 703
Cc1ccccc1N(C(=O)c1csnn1)C(C(=O)NC1CCCC1)c1ccncc1 (centres undefined) | -4% | 1.2% | 3% | 12% | -3% | x | 5% | i | 0.1 | -8 | 794
CC(C)Oc1ccc(CCc2n[nH]c(=S)n2-c2ccccc2)cc1 | 0% | 20% | 3% | 9% | -13% | -3.8% | 8% | i | 0.5 | 13 | 720
CCCCOC(=O)Nc1cccc(Cl)c1C | -8% | 2.4% | 0% | -16% | 1% | -2.7% | 3% | i | 0.9 | -12 | 748
Cc1ccc(C(=O)NCC(=O)N/N=C/c2sccc2C)cc1[N+](=O)[O-] | -4% | 0.9% | 10% | 16% | -11% | -7.8% | 3% | i | 0.0 | -1 | 675
COC(=O)C1=C(C)N=C2SC(C#N)=C(N)N2C1c1cc(OC)c(OC)c(OC)c1 (centres undefined) | 2% | 0.4% | u | 16% | -4% | -4.2% | -4% | i | 0.9 | x | x
Cc1c(NC(=O)c2ncn[nH]2)cccc1-c1nc2ccccc2s1 | 4% | -0.1% | 2% | 7% | 5% | -7.4% | 2% | i | 0.8 | -15 | 584
Cc1cccc(C)c1NC(=O)CSc1nnc(NC(=O)C2CC2)s1 | -1% | 2.4% | 8% | -16% | -10% | x | 9% | i | 0.1 | 1 | 812
Cc1onc(-c2ccccc2)c1C(=O)N=C(N)c1ccc(C(F)(F)F)cc1 | -3% | -1.3% | -4% | 17% | x | x | 17% | i | 0.1 | -1 | 637
Cc1nn(-c2ccc(N3CCOCC3)nn2)c(C)c1CCC(=O)NCc1ccccc1F | -12% | -0.8% | 6% | 4% | -10% | x | 1% | i | 0.0 | -1 | 745
Cc1ccc(C(=O)OC(C)C(=O)c2cc(C)c(C)cc2C)o1 (centres undefined) | 8% | 0.9% | 5% | 2% | -7% | x | 5% | i | 0.9 | -52 | 839
CC(=O)Nc1cccc(NC=C(C#N)C#N)c1 | -1% | -0.7% | -6% | 3% | -9% | -13% | 3% | i | 0.2 | -3 | 682
CC(C)C(=O)N1CCN(c2ccc([N+](=O)[O-])cc2Cl)CC1 | -8% | -1.1% | 28% | 10% | -6% | -0.3% | 0% | i | 0.2 | -42 | 699
Cc1ccc(S(=O)(=O)N(C)C)cc1-n1c(SCC(=O)Nc2ccc(F)cc2)nc2ccccc2c1=O | 4% | -2.1% | 9% | 9% | -10% | -9.7% | -8% | i | 0.3 | -31 | 636
Cc1ccc2nc(NC(=O)CSc3nnc(C)c(=O)n3N)sc2c1 | -18% | 0.9% | -3% | -12% | 1% | -4.5% | -4% | u | x | -1 | 617
CCCC1CC(C)(/C(C)=N\NC(N)=S)OC1=O (centres undefined) | -6% | -0.2% | -13% | 1% | -17% | -7.9% | 2% | i | 0.2 | -9 | 694
CCC(=O)N1CCC2(CC1)Oc1ccc(F)cc1C(=O)C21CC(c2ccccc2)=NO1 (centres undefined) | -4% | -1.4% | -2% | 12% | -2% | x | 1% | i | 1.3 | x | x
N#CC1=C(N)C(C#N)(C#N)[C@H](c2cccnc2)[C@H]2CN(C(=O)OCc3ccccc3)CC=C12 | 2% | 4.6% | 9% | 2% | x | -2.7% | 7% | i | 0.2 | 12 | 769
CCCCNc1nc2ccccc2nc1NS(=O)(=O)c1cccs1 | 2% | -2.2% | -1% | -3% | 3% | -1.3% | 0% | i | 1.0 | x | x
Cc1nn(C)c(C)c1S(=O)(=O)NC1CCCC1 | -8% | -0.9% | 4% | 8% | 1% | -2.7% | 4% | i | 0.5 | x | x
Cn1cc(CNC(=O)CC2C(=O)NCCN2CC(C)(C)C)cn1 (centres undefined) | -8% | 2.0% | 12% | 14% | 2% | -3.3% | 16% | i | 0.2 | 10 | 714
CN(C)CCN(C(=O)c1ccc(C(=O)c2ccccc2)cc1)c1nc2cc3c(cc2s1)OCO3 | -4% | -2.9% | 8% | 3% | -8% | x | -4% | i | 4.9 | -1 | 538
O=C(COC(=O)c1cnccn1)Nc1cccc2ccccc12 | -2% | 0.8% | 10% | 0% | -4% | -7.2% | -1% | i | 0.0 | 12 | 721
O=C(CN1CCOCC1)NNC(=O)c1ccc([N+](=O)[O-])cc1 | -10% | -0.6% | 14% | 14% | 17% | x | -9% | i | 0.7 | -5 | 719
CCOc1ccccc1CNC(=O)c1nn(CC)cc1[N+](=O)[O-] | -4% | -2.1% | 13% | 3% | -5% | -6.5% | 3% | i | 0.6 | 2 | 693
CC(NCCc1ccc(S(N)(=O)=O)cc1)C(=O)NCc1ccccc1 (centres undefined) | -3% | -2.0% | 29% | -54% | 0% | x | -4% | i | 0.4 | -1 | 391
Nc1cc(N)nc(SCCN2CCCCC2)n1 | -10% | 1.3% | 2% | -2% | 8% | -1.1% | 4% | i | 0.7 | x | x
CCOC(=O)Cc1c(C)c2c(C)nn(-c3ccccc3)c2oc1=O | -4% | 0.3% | 10% | -5% | -10% | -2.4% | 1% | i | 1.2 | 8 | 709
COc1ccccc1-c1cc(C(F)(F)F)nc(S(=O)(=O)CCCC(=O)N2CCOCC2)n1 | -6% | -1.2% | -1% | x | -41% | -3.7% | -8% | u | x | 1 | 792
CCOc1ccc(CCNC(=O)CS(=O)Cc2nc(-c3ccccc3C)oc2C)cc1OCC (centres undefined) | -6% | 0.3% | 2% | -4% | 4% | x | 0% | i | 1.5 | 61* | 761*
COc1cccc(C(=O)Nc2nnc(-c3ccc(Cl)cc3)o2)c1 | -8% | 5.1% | 23% | -66% | -4% | x | -5% | i | 1.4 | -8 | 767
Cc1cccc(N(C)C(=O)c2cc(S(=O)(=O)N3CCc4ccccc43)cn2C)c1 | -6% | -2.0% | 4% | 24% | -6% | x | 4% | + | 8.2* | -9 | 768
O=C(NCC1CCCO1)c1ccccc1-c1nc(-c2ccccc2Cl)no1 (centres undefined) | -1% | -0.1% | 3% | -34% | 5% | x | 2% | i | 0.4 | x | x
COc1cc(/C=C/CN2CCC(CO)(CC3CCCCO3)CC2)ccc1O (centres undefined) | -10% | 0.0% | -6% | 14% | -5% | -7.9% | -2% | i | 0.2 | 6 | 738

Compounds shown so far that have a cyano group (3):
SMILES | LYP inhibition | HIV peptide binding | AID2073 | NOD2 inhibition | Dengue-2 NS5 capping | XIAP antagonists | SIAH1 antagonists | Myeloid diff 2 | Myeloid diff 2 GFP+ MAC1+ % | Lipid droplet | Lipid droplet cells 6.5 µM
COC(=O)C1=C(C)N=C2SC(C#N)=C(N)N2C1c1cc(OC)c(OC)c(OC)c1 (centres undefined) | 2% | 0.4% | u | 16% | -4% | -4.2% | -4% | i | 0.9 | x | x
CC(=O)Nc1cccc(NC=C(C#N)C#N)c1 | -1% | -0.7% | -6% | 3% | -9% | -13% | 3% | i | 0.2 | -3 | 682
N#CC1=C(N)C(C#N)(C#N)[C@H](c2cccnc2)[C@H]2CN(C(=O)OCc3ccccc3)CC=C12 | 2% | 4.6% | 9% | 2% | x | -2.7% | 7% | i | 0.2 | 12 | 769
